14-3-3g Raf: modulators of 14-3-3 gamma protein binding, primary screen, biochemical, fluorescence polarization; AID 422, 2006; actives 0.19% (n = 160,000); inhibition, % at 40 µM; FP, 14-3-3gamma / TMR-pS259-Raf peptide binding; 14-3-3 protein gamma (Homo sapiens), P61981; in the data active means inhibition above about 30%;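 further: 0% = protein plus tracer without compound and 100% = blank with tracer alone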
Target sequence (P61981 whole entry, looked up): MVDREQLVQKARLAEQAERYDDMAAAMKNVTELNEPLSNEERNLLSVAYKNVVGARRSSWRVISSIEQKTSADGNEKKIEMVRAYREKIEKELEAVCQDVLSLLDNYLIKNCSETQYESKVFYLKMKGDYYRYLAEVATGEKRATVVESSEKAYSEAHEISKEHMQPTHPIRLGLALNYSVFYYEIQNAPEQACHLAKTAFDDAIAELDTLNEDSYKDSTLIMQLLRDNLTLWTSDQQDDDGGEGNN
* = called active by the depositor. The list is partial. The share of hits here may be higher or lower than overall.

SMILES | 14-3-3g Raf
COc1ccc(C(=O)COC(=O)CN2C(=O)C3C(C2=O)C2(Br)c4ccccc4C3(Br)c3ccccc32)cc1 (configuration not stated) | 1
CCCc1nc2oc3c(NCCN4CCOCC4)ncnc3c2c2c1CCCC2 | -4
CC(C)(C)c1ccc(OCC(=O)O)cc1 | 6
CC(C)(C)c1ccc(C2SCC(=O)N2c2ccc(Cl)cc2)cc1 (configuration not stated) | -9
O=C(C1CCCN(Cc2ccccc2)C1)N1CCCCC1 (configuration not stated) | -1
CC1(C)CC(=O)C2=C(C1)N(CC1CCCO1)C(=O)C2(O)C(F)(F)F (configuration not stated) | -2
COc1ccc(OCC(=O)N2CCN(c3cccc(C(F)(F)F)c3)CC2)cc1 | -17
CC(C(=O)Nc1cccc(C(=O)O)c1)N(C)S(=O)(=O)c1ccccc1 (configuration not stated) | 2
COc1cc(CNCc2ccc(F)cc2)cc(OC)c1OC | 3
O=c1[nH]cnc2c1cnn2-c1ccccc1 | -3
O=C(OCc1ccccc1)c1cc2ccccc2oc1=O | 4
Cc1cccc(N(CC(=O)Nc2cccc(Cl)c2C)S(C)(=O)=O)c1C | -6
NC(=O)CSc1nnc(COc2ccccc2)n1CCc1ccccc1 | 0
CCSc1nc2c(c(=O)[nH]1)C(c1cc(OC)c(OC)c(OC)c1)C1=C(CC(C)(C)CC1=O)N2 (configuration not stated) | -3
C=CCOc1c(Cl)cc(CC2C(=O)N(c3ccc(CC)cc3)N=C2C)cc1OC (configuration not stated) | -8

Five of the entries above in order of the 14-3-3g Raf value, high to low.
| SMILES | 14-3-3g Raf |
| --- | --- |
| COc1ccc(C(=O)COC(=O)CN2C(=O)C3C(C2=O)C2(Br)c4ccccc4C3(Br)c3ccccc32)cc1 (configuration not stated) | 1 |
| CC1(C)CC(=O)C2=C(C1)N(CC1CCCO1)C(=O)C2(O)C(F)(F)F (configuration not stated) | -2 |
| O=c1[nH]cnc2c1cnn2-c1ccccc1 | -3 |
| Cc1cccc(N(CC(=O)Nc2cccc(Cl)c2C)S(C)(=O)=O)c1C | -6 |
| COc1ccc(OCC(=O)N2CCN(c3cccc(C(F)(F)F)c3)CC2)cc1 | -17 |

Laid out differently: entries from further up.
C=CCOc1c(Cl)cc(CC2C(=O)N(c3ccc(CC)cc3)N=C2C)cc1OC (configuration not stated)
  14-3-3g Raf: -8

CC(C(=O)Nc1cccc(C(=O)O)c1)N(C)S(=O)(=O)c1ccccc1 (configuration not stated)
  14-3-3g Raf: 2

CCCc1nc2oc3c(NCCN4CCOCC4)ncnc3c2c2c1CCCC2
  14-3-3g Raf: -4

COc1ccc(C(=O)COC(=O)CN2C(=O)C3C(C2=O)C2(Br)c4ccccc4C3(Br)c3ccccc32)cc1 (configuration not stated)
  14-3-3g Raf: 1

Remaining list, next part.
SMILES | 14-3-3g Raf
Cc1cc(C)cc(N2C(=O)NC3CC2(C)Oc2ccc([N+](=O)[O-])cc23)c1 (configuration not stated) | 1
O=C(O)CCCC(=O)Nc1c(F)c(F)c(F)c(F)c1F | -3
Cc1ccc(-c2csc(=Nc3ccc(F)cc3)n2Cc2ccc(S(N)(=O)=O)cc2)cc1 | -3
CN(C)c1ccc(C2CC(c3ccccc3)Nc3ncnn32)cc1 (configuration not stated) | -8
O=C1c2ccccc2C(=O)N1CC#CCN1CCN(C(c2ccccc2)c2ccccc2)CC1 | 10
Cc1c(Br)c([N+](=O)[O-])nn1CC(=O)NC(C)c1ccccc1 (configuration not stated) | -1
COC(=O)c1cccc(NC(=O)CSc2nnc(COc3ccc(C#N)cc3)n2-c2ccccc2)c1 | -5
O=C(O)CCn1c(=O)[nH]c2ccsc2c1=O | -2
CN(Cc1ccccc1)C(=O)CN1C(=O)c2ccccc2S1(=O)=O | 1
Cc1cc2oc(=O)cc(C)c2cc1N | 8
COc1cccc(-c2nn(C)c3sc(C(=O)NC4CCCCCC4)cc23)c1 | -3
Cc1ccc(NC(=O)C(Cc2ccc([N+](=O)[O-])cc2)N2C(=O)c3ccccc3C2=O)cc1Cl (configuration not stated) | -11
Cc1ccc(NC(=O)C2C3C=CC4(O3)C2C(=O)N(Cc2ccc3c(c2)OCO3)C4C(=O)NC2CCCCC2)cc1 (configuration not stated) | -5
Cc1ccc(C2Nc3ccc4ccccc4c3C3=C2C(=O)CC(C)(C)C3)cc1[N+](=O)[O-] (configuration not stated) | -7
Cc1cc(C)nc(NS(=O)(=O)c2ccc(NC(=O)c3cccc(Oc4ccccc4)c3)cc2)n1 | -7

Continued:
SMILES | 14-3-3g Raf
CCN(CC)CCNC(=O)c1ccc(N2CCCCC2)c(NS(=O)(=O)c2ccc(C)cc2)c1 | 4
CC(C)(C)c1ccc(Cn2c(=O)n(CC(=O)NCc3ccco3)c(=O)c3sccc32)cc1 | 5
Cc1ccc(-c2cc(C(F)F)nc(N3CCN(c4ccccc4)CC3)n2)cc1 | 1
COc1ccc(-n2nc(C(=O)Nc3cccc(Cl)c3)c3ccccc3c2=O)c(OC)c1 | -1
CCN1C(=O)/C(=C2\C=Cc3ccccc3N2CC)OC1=S | -79
Cc1cc(C)nc(-n2nc(C)c(Oc3ccccc3O)c2C)n1 | -2
COc1ccc(S(=O)(=O)N2CCC(C(=O)NCc3ccccn3)CC2)cc1C | -1
O=S(=O)(Nn1cnnc1)c1ccccc1Cl | 13
CCC(=O)NCCc1ccc(OC)cc1 | 4
Clc1ccccc1C1C=C(c2cccs2)Nc2nnnn21 (configuration not stated) | -5
Cc1cccc(NC(=O)C2CCCN2S(=O)(=O)c2ccc(F)cc2)c1C (configuration not stated) | 0
O=C(Nc1ccc(N2CCN(C(=O)c3ccco3)CC2)cc1)c1ccc2c(c1)OCO2 | -10
CCN(CCCNC(=O)c1cn(CC)c2ccc(S(=O)(=O)N(C)C)cc2c1=O)c1cccc(C)c1 | -7
CC1(C)CC(NC(=O)C23CCC(C)(C(=O)C2)C3(C)C)CC(C)(C)N1 (configuration not stated) | -4
C=CCn1c(C=Cc2ccco2)nc2ccccc21 | -52

Next section.
SMILES | 14-3-3g Raf
O=C(O)c1ccc(N=Cc2cc([N+](=O)[O-])ccc2O)cc1 | -1
COc1ccc(NC(=O)c2cccc3c2C(=O)N(Cc2cccnc2)C3)cc1OC | -3
Cc1nn(-c2ccccc2)c(Cl)c1C1Nc2ccccc2NC2=C1C(=O)CC(C)(C)C2 (configuration not stated) | -4
Fc1ccc(N2CCN(C(c3cccs3)c3nnnn3CCc3ccccc3)CC2)cc1 (configuration not stated) | -7
COc1cc(CC(=O)Nc2ncc(C)s2)cc(OC)c1OC | 6
Cc1nnc(N2C(=O)C(=O)/C(=C(/O)c3ccccc3)C2c2ccc(C(C)(C)C)cc2)s1 (configuration not stated) | -6
Clc1ccc(OCc2nn3c(C4CCCCC4)nnc3s2)c(Cl)c1 | -10
CCCC(=O)NCCc1c2n(c3ccc(OC)cc13)Cc1ccccc1-2 | -6
O=C(Nc1c(-c2ccccc2)nc2ccccn12)C1CCCCC1 | -5
CC(=O)N1c2ccccc2C(C)CC1(C)C (configuration not stated) | -3
Cn1c(=O)n(C)c2cc(C(=O)Nc3ccc4c(c3)OCO4)ccc21 | -9
COCCOC(=O)CSc1ncn[nH]1 | -4
CN1CCc2c(n(CC(O)CN3CCCCCC3)c3ccccc23)C1=O (configuration not stated) | -12
O=C(CN1CCN(C(=O)c2ccccc2F)CC1)Nc1ccccc1F | -9
COC(=O)c1c(NC(=O)COc2ccc(C)c(C)c2)sc2c1CCCC2 | -5

Further structures:
SMILES | 14-3-3g Raf
Cn1c(SCC(=O)N2CCN(c3ccccc3)CC2)nnc1-c1cc2ccccc2o1 | -1
CC(C)(c1ccc(O)cc1)c1ccc(Oc2ccc([N+](=O)[O-])cc2)cc1 | -3
O=C(Cc1ccc(-n2c(=O)[nH]c3ccccc3c2=O)cc1)N1CCN(c2ccccc2)CC1 | 4
CN(C)S(=O)(=O)c1cccc2nonc12 | -3
O=C(Nc1ccc(N2CCOCC2)cc1)NC1CCCCC1 | -6
COc1cc(-c2nnc(Cn3cc(C(F)(F)F)ccc3=O)o2)cc(OC)c1OC | -7
COC(=O)c1ccc2c(=O)n(C(Cc3ccc(O)cc3)C(=O)O)c(=S)[nH]c2c1 (configuration not stated) | -6
Cn1cc(CCC(=O)N2CCCC2)c2ccccc21 | -1
O=C(O)C1C2C=CC3(CN(CC(O)COc4ccccc4)C(=O)C13)O2 (configuration not stated) | 2
Cc1ccc(/C(O)=C2\C(=O)C(=O)N(c3nnc(C)s3)C2c2ccc(Cl)cc2)cc1 (configuration not stated) | 2
CN(C(=O)c1cccnc1)c1nnc(-c2cccnc2)s1 | -5
COc1ccc(CN2C(=O)c3ccccc3C2C(=O)NC2CCC(C)CC2)c(OC)c1 (configuration not stated) | -2
C=CCSc1nnc2c(n1)OC(c1cccc(F)c1)Nc1ccccc1-2 (configuration not stated) | -98
Fc1ccc(CN2CCN(C3CCCCCC3)CC2)cc1 | -5
O=C(Cc1ccc(Cl)cc1)Nc1ncn[nH]1 | 9

Other records.
canonical_smiles	14-3-3g Raf
Cn1c(Cn2c(=O)sc3ccccc32)nnc1SCc1ccccc1	1
C=CCOC(=O)C1=C(C)NC2=C(C(=O)CC(C)(C)C2)C1c1cc(Br)c(O)c(OC)c1 (configuration not stated)	-21
CCn1c(CSc2ncccn2)nnc1SCC(=O)N1CCc2ccccc21	-2
COc1ccc(NC(=O)Cn2c(=O)n(-c3ccc(F)cc3)c(=O)c3sccc32)cc1	2
O=C(Nc1cccnc1)c1cn(-c2ccccc2)nc1-c1cccs1	-2
O=C(c1cc(Cl)ccc1Cl)N1CCN(c2ccccn2)CC1	7
COc1ccccc1N1CCN(c2ncnc3nc[nH]c23)CC1	-1
NC(=O)C1(N2CCCCC2)CCN(CC(=O)Nc2cc(Cl)ccc2Cl)CC1	-34
Cc1ccc(N2C(=O)c3ccc(N)cc3C2=O)cc1	0
O=C(Nc1ccccc1C(F)(F)F)c1cc(S(=O)(=O)N2CCc3ccccc3C2)ccc1F	-5
O=C(CN1C2=NCCN2c2ccccc21)C12CC3CC(CC(C3)C1)C2	1
CC(=O)Nc1sc2c(c1C(=O)Nc1cccc(Cl)c1)CCCCC2	-17
CCCCc1ccc(NC(=O)C(=O)NC2CC(C)(C)NC(C)(C)C2)cc1	-3
Cc1cc(C)n(CC(O)COc2cccc(OCC(O)Cn3nc(C)cc3C)c2)n1 (configuration not stated)	-4
COc1cccc(C2CC(C(F)(F)F)n3ncc(C(=O)O)c3N2)c1 (configuration not stated)	9
Cc1ccccc1NC1=NC2(CCCCC2)N=C(N)N1	8
O=C(NC(Cc1ccccc1)C(=O)O)c1ccc(S(=O)(=O)N2CCCC2)cc1 (configuration not stated)	9
COCCCNS(=O)(=O)c1ccc2c(c1)OCCO2	1
COC(=O)C1=C(C)Nc2nnnn2C1c1ccc(O)cc1 (configuration not stated)	-6
COc1cc(-c2nnc3sc(-c4cccnc4)nn23)cc(OC)c1OC	-2
COc1ccccc1N1CCN(C(=O)CSc2nc(-c3ccccc3)cc(=O)[nH]2)CC1	4
CCC1Oc2ccc(C)cc2N(CC(=O)N2CCN(c3cc(Cl)ccc3C)CC2)C1=O (configuration not stated)	-1
Cc1nc2ccc(S(=O)(=O)Nc3ccccc3C)cc2s1	-4
Cn1c(SCC(=O)c2ccccc2)nnc1C1CC1	-6
O=C(NCc1ccccc1)C1CC1(c1ccccc1)c1ccccc1 (configuration not stated)	-17
CCOC(=O)C1CCN(C(=O)C2c3ccccc3C(=O)N(Cc3ccc(F)cc3)C2c2ccc(OC)cc2)CC1 (configuration not stated)	-4
CC(=O)Oc1ccc(NC(=O)CC2SC(N)=NC2=O)cc1 (configuration not stated)	3
COc1cccc(Cn2nnc(C(=O)Nc3cc(C)ccc3OC)c2N)c1	1
O=C(Oc1cccc(N2C(=O)CCC2=O)c1)C1CC(=O)N(c2ccc(F)cc2)C1 (configuration not stated)	0
CC1=C(C(=O)OCC2CCCO2)C(c2ccc(C)o2)C2=C(CC(c3cccs3)CC2=O)N1 (configuration not stated)	-17

Three entries out of the list, ordered by SMILES length, smallest number first.
canonical_smiles	14-3-3g Raf
CN(C(=O)c1cccnc1)c1nnc(-c2cccnc2)s1	-5
CCN1C(=O)/C(=C2\C=Cc3ccccc3N2CC)OC1=S	-79
C=CCOc1c(Cl)cc(CC2C(=O)N(c3ccc(CC)cc3)N=C2C)cc1OC (configuration not stated)	-8

(list continues)
canonical_smiles	14-3-3g Raf
O=C1C2C3CCC(C3)C2C(=O)N1c1cc(C(F)(F)F)ccc1Cl (configuration not stated)	-6
O=C1CCC(=O)N1c1nc2n(n1)C(c1ccccc1)C=C(c1ccc(Cl)cc1)N2 (configuration not stated)	8
O=C(NCc1n[nH]c(=S)n1-c1ccc(Br)cc1)c1cccc(F)c1	2
O=C(NCCN1CCCC1)c1ccc(F)cc1	5
COc1cccc(N2C(=O)CC(N3CCN(C(=O)c4ccco4)CC3)C2=O)c1 (configuration not stated)	6
CCOC(=O)c1ccc(NC(=O)CSc2cn(C)c3ccccc23)cc1	4
O=C(O)CCSCC(=O)c1ccc(OC(F)F)cc1	-3
COc1cccc(N2CCN(C(=O)c3cc4nc(-c5ccc(OC)c(OC)c5)cc(C(F)(F)F)n4n3)CC2)c1	-5
O=S(=O)(Nc1nc2ccccc2nc1NCCO)c1cccc(Cl)c1	-4
COc1ccc(S(=O)(=O)N(CC(=O)N(C)C)c2ccc(Cl)cc2)cc1	-7
Nc1nonc1C(=O)N1CCCCC1	1
COC(=O)c1c(NC(=O)COc2c(C)ccc(C)c2C)sc2c1C(C(=O)OC)CC2 (configuration not stated)	-9
CCCCC1=NN(C(=O)COc2c(C)cc(C)cc2C)C(O)(C(F)(F)F)C1 (configuration not stated)	-3
Cc1nonc1NC(=O)Nc1cccnc1	-13
CCc1cccc(CC)c1NC(=O)CN(C)S(=O)(=O)c1ccc(Br)s1	-4
CSc1nc2n(n1)C(c1ccccc1Cl)C(C(=O)Nc1ccc(C)cc1C)=C(C)N2 (configuration not stated)	-2
O=C(C(Cc1ccccc1)N1C(=O)C2C3c4ccccc4C(c4ccccc43)C2C1=O)N1CCCCC1 (configuration not stated)	0
CCOc1cc([N+](=O)[O-])cc2c1C(=O)Nc1ccccc1O2	-73
O=C(CSc1nnc(-c2cccc(F)c2)n1-c1ccccc1)NCc1ccccc1	-3
CC1(C)CC(=O)c2c(nc3ccccc3c2N)C1	-11
Cc1cc(C)nc(SCCCn2c(=O)[nH]c3ccccc32)n1	4
COc1ccc(OC)c2sc(NC(=O)C3=COCCO3)nc12	-1

Screening data deposited in PubChem BioAssay by Emory University Molecular Libraries Screening Center.
